Sm TGR inh – blocks Schistosoma mansoni thioredoxin glutathione reductase. Q962Y6. purified TGR, DTNB reduction, TNB absorbance 405 nm. Potency, µM (series often up to 114 µM), for inactives: at the highest dose activity change, negative = inhibition, most hits filed as inhibitors. 3% of 360,000 active; also: potency is read from the fitted curve at half-maximal effect; nearly all actives have a fitted effect of over 60% in size
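TGR 20 nM + NADPH 100 uM (dispensed conc.), cpd preinc 15 min RT; start with NADPH (500 uM addition) then DTNB (15 mM addition). Kinetic TNB absorbance, 405 nm filter. Four-parameter Hill fit across titration.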
Tb PYK inh – blocks Trypanosoma brucei pyruvate kinase. Potency, µM (doses to about 76.8 µM), for inactives: top-dose activity, negative = inhibition, usual class: inhibitors. TbPYK enzyme, Kinase-Glo Plus ATP luminescence, 45 min. Q57TT1. 0.12% of 410,000 active; also: potency is read from the fitted curve at half-maximal effect; nearly all actives have a fitted effect of over 50% in size
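Readout: single end-point luminescence (Kinase-Glo Plus, 10 min). Reaction conditions were TbPYK/substrate plus 130 uM ADP, 45 min at RT, pH 7.2 TEA buffer. No-enzyme wells served as controls, and data were normalized before concentration-response fitting.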
AmpC detergent – inhibitors of E. coli AmpC beta-lactamase with detergent; Potency, µM (titrated, usually from 114 µM), inactives show at the highest dose activity change, negative = inhibition, usual class: inhibitors; 0.041% of 370,000 active; P00811; AmpC hydrolysis of nitrocefin, absorbance 480 nm, 0.01% Triton; AID 485294;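 also: potency is read from the fitted curve at half-maximal effect; 0% = no-compound wells and -100% = no-enzyme wells; nearly all actives have a fitted effect of over 25% in size; some results filed as inactive show a strong effect at the top dose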
Target sequence (P00811 whole entry, looked up): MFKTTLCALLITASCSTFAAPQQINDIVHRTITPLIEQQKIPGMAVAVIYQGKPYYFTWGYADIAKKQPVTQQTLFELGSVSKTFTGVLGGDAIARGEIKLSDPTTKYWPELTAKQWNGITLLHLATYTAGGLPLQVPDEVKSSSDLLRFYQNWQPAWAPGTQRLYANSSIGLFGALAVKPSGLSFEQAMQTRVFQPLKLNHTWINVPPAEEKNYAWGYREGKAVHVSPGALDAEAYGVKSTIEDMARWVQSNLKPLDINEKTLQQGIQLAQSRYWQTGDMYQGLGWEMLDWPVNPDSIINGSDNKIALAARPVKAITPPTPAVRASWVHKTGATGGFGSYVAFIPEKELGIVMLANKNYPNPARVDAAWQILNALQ
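AmpC (5.3 nM in the dispensed reagent) in 20 mM phosphate pH 7.0 with 0.01% (detergent screen) or 0.0001% Triton X-100 was preincubated with compounds for 15 min at room temperature. Nitrocefin was then added from an 800 uM solution, and hydrolysis was followed at 480 nm.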
AMA1-RON2 inh – AMA1-RON2 (P. falciparum) interaction inhibition; AlphaScreen AMA1-biotinylated RON2 peptide binding; AID 720542; 0.2% of 360,000 active; Potency, µM (titrated, usually from 58.2 µM), for inactives: at the top dose activity change, negative = inhibition, usual class: inhibitors;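 also: potency is read from the fitted curve at half-maximal effect; 0% = vehicle wells and -100% = peptide control; nearly all actives have a fitted effect of over 45% in size; some results filed as inactive show a strong effect at the top dose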
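AMA1 (3D7) with his tag at 25 nM final met compounds first, then biotinylated RON2 peptide at 25 nM; detection used donor plus acceptor beads, 10 µg/mL apiece, read by AlphaScreen after 30 min at room temperature.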
HCMV inh – blocks human cytomegalovirus replication; HFF cells, HCMV-luciferase reporter, 72 h; stronger effect = lower value; activity change, negative = inhibition, % at 57.5 µM; 4.5% of 410,000 active; AID 1259415; in the data active = activity change below about -60%; inconclusive = no clear call, values can overlap the other calls; inactive = above about -39%
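After 16 h attachment at 37C, HFF cells received test compound and HCMV-luciferase (1 PFU/cell); reporter luminescence read 72 h later, data normalized against buffer-only and known inhibitor Salinomycin.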
LmPK inh – blocks Leishmania mexicana pyruvate kinase activity. Q27686. purified LmPK, Kinase-Glo ATP luminescence, 1 h. Potency, µM (series often up to 57.5 µM), without a hit: at the top dose activity change, negative = inhibition, actives largely listed as inhibitors. 0.37% of 290,000 active. AID 1721; also: potency is read from the fitted curve at half-maximal effect
Target sequence (Q27686 whole entry, looked up): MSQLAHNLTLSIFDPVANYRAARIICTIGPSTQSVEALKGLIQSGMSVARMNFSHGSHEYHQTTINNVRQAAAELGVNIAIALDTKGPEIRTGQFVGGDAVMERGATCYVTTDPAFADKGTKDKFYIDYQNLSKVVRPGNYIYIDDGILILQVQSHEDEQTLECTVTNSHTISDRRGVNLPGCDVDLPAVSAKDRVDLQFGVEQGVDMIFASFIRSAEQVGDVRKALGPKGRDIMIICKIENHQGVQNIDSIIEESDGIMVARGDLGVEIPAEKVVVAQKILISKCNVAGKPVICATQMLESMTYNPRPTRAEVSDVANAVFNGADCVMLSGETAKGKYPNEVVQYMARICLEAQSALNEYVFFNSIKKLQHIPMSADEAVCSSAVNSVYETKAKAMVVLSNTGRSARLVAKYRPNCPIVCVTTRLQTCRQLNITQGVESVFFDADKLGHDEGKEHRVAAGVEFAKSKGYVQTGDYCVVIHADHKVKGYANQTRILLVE
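ATP generated from ADP (0.1 mM) and PEP (0.5 mM) by 0.1 nM LmPK over 1 h at room temperature (pH 7.2 imidazole buffer) was detected by coupled luciferase luminescence. Values were normalized to uninhibited and no-enzyme wells.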
AmpC no deterg – blocks E. coli AmpC beta-lactamase in detergent-free assay. AmpC nitrocefin hydrolysis, absorbance 480 nm, 0.0001% Triton. 0.52% of 330,000 active. Potency, µM (doses to about 57.1 µM), for inactives: at the top dose activity change, negative = inhibition, usual class: inhibitors;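 also: potency is read from the fitted curve at half-maximal effect; plate controls were no compound for no effect and no enzyme for full effect; nearly all actives have a fitted effect of over 20% in size; some results filed as inactive show a strong effect at the top dose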
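20 mM phosphate pH 7.0 + 0.01% (detergent screen) or 0.0001% Triton X-100; 5.3 nM AmpC reagent; cpd preinc 15 min RT; nitrocefin (800 uM stock) to start; A480 q20 s × 4 min; Activity was normalised to no-enzyme and no-compound control wells.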
Numbers without * were called inactive; ? = inconclusive; nt = no result given; [ ] = remark or other dose. Unless noted, calls follow the shape of the dose curve; as a rule, active = well fitted curve in the direction sought with a large enough effect; inconclusive = small, poorly fitted or top-dose-only effect, or another doubt; inactive = no such curve, though single readings can be large; an effect the other way counts as inactive or inconclusive. Unless noted, % is scaled to controls: 0 for no effect and ±100 for the full control effect. This is a random part of the collection; about 7.4% have a hit in one of these screens.

SMILES	Sm TGR inh	Tb PYK inh	AmpC detergent	AMA1-RON2 inh	HCMV inh	LmPK inh	AmpC no deterg
COc1ccc(/C=N/N2CCOCC2)cc1Cn1nc(C)c([N+](=O)[O-])c1C	-10.2%	-1.9%	7.6%	-1.4%	1.7	7.0%	39.4%
COc1ccc2c(c1)cc1n2CCN=C1NCCO	-12.1%	1.3%	0.5%	0.1%	21.3	3.8%	-7.8%
CC(C)c1nc(SCC(=O)N2CCCC2)c2c(=O)n(C)c(=O)n(C)c2n1	nt	3.3%	nt	35.6%[activator]	-19.9	nt	nt
Cc1ccc(NC(=O)C(=O)NNC(=O)c2cccs2)cc1	5.3%	1.5%	2.5%	81.2%[activator]	94.2	-4.6%	-33.0%
O=C(NCCCN1CCOCC1)C(=O)c1c[nH]c2ccccc12	-5.2%	-2.0%	-1.3%	5.4%	71.5	-0.7%	-2.7%
O=C(C1CCC(CNc2c(N3CCCCC3)c(=O)c2=O)CC1)N1CCN(C2CCCCC2)CC1 (stereo not drawn)	-2.2%	4.8%	-5.3%	2.7%	-24.7	5.4%	-11.7%
CC(C)c1ccccc1NC(=O)C1CC(=O)N(C2CCCC2)C1 (stereo not drawn)	4.4%	1.6%	0.9%	-0.2%	nt	2.2%	-7.9%
CCOC(=O)c1ccc2nc(NC(=O)C(C)C)sc2c1	4.5%	1.0%	1.6%	-8.7%	14.7	-2.1%	-16.2%
C=CCn1c(CCCNC(=O)c2ccccc2OC)nc2ccccc21	31.6%	4.7%	10.6%	1.0%	nt	0.6%	12.8%
COc1ccccc1/C=N\Nc1ccccc1[N+](=O)[O-]	5.8%	-11.8%	-1.8%	?	-11.1	-14.0%	-9.9%

One compound at a time, as listed above. Screens in order: Sm TGR inh | Tb PYK inh | AmpC detergent | AMA1-RON2 inh | HCMV inh | LmPK inh | AmpC no deterg
C=CCn1c(CCCNC(=O)c2ccccc2OC)nc2ccccc21 as listed: 31.6% | 4.7% | 10.6% | 1.0% | nt | 0.6% | 12.8%
CCOC(=O)c1ccc2nc(NC(=O)C(C)C)sc2c1 as listed: 4.5% | 1.0% | 1.6% | -8.7% | 14.7 | -2.1% | -16.2%
CC(C)c1ccccc1NC(=O)C1CC(=O)N(C2CCCC2)C1 (stereo not drawn) as listed: 4.4% | 1.6% | 0.9% | -0.2% | nt | 2.2% | -7.9%
Cc1ccc(NC(=O)C(=O)NNC(=O)c2cccs2)cc1 as listed: 5.3% | 1.5% | 2.5% | 81.2%[activator] | 94.2 | -4.6% | -33.0%

Following part.
SMILES	Sm TGR inh	Tb PYK inh	AmpC detergent	AMA1-RON2 inh	HCMV inh	LmPK inh	AmpC no deterg
CCN(CC)C(=O)COC(=O)C1=NN(c2cc(C)ccc2C)C(=O)CC1	-1.2%	-2.5%	?	15.8%	45.5	2.7%	-8.7%
O=S(c1ccsc1)c1ccsc1	-0.6%	-3.0%	-7.0%	3.0%	-8.8	-0.2%	10.5%
COc1ccc(C(C(=O)NC2CCCC2)N(CCCO)C(=O)c2snc(C(N)=O)c2N)cc1 (stereo not drawn)	8.6%	2.0%	3.2%	-16.6%	13.2	-2.1%	-4.1%
O=C(O)c1cc(-c2ccco2)nn1-c1cccc(Cl)c1	63.1µM*	-4.4%	1.6%	4.5%	27.8	7.0%	-39.0%
Nc1c(C(=O)Nc2ccccc2)nnn1-c1ccc2c(c1)OCCO2	5.0%	-3.1%	2.3%	6.6%	-27.5	-10.3%	-17.5%
O=C(CSc1ccc(Cl)cc1)NNC(=O)c1cccnc1	2.8%	4.1%	-5.9%	74.2%[activator]	36.0	0.5%	-7.1%
COc1ccc(C(=O)C2CCCN(Cc3cccn3-c3ccccn3)C2)c(OC)c1 (stereo not drawn)	-1.5%[57.1 µM]	-1.2%	2.0%	-9.1%	-66.7*	-5.2%	37.2%
Cc1cc(NC(=O)c2ccccc2)ccc1NC(=O)c1ccccc1Cl	9.8%	2.8%	?	13.2%	39.4	3.5%	-20.9%
CN(C(=O)c1ccc2c(Cl)c3c(nc2c1)CCC3)c1ccccc1	-13.5%	0.2%	-2.5%	-0.6%	-11.9	2.0%	256.7%[activator]
COc1cccc(C2(O)CCN(C(=O)C3CC3)CC2)c1	-4.4%	19.0%	-10.0%	-3.4%	-8.9	-0.9%	-5.4%
COc1ccccc1C(=O)Nc1ccc(OCC(=O)N2C(C)CCCC2C)cc1 (stereo not drawn)	-2.3%	-0.2%	?	-5.9%	?	nt	1.6%
CCC(Sc1nnc2c(n1)[nH]c1ccccc12)C(=O)Nc1nnc(C(C)C)s1 (stereo not drawn)	4.4%	4.9%	2.0%	nt	-4.4	nt	nt
O=C(CO/N=C/c1c(Cl)cccc1Cl)NNC(=O)c1cccc(Cl)c1	3.8%	-1.9%	1.9%	52.1%[activator]	-8.4	4.9%	-24.8%
Cc1cc(C(=O)c2ccccc2)c(NC(=O)CCl)s1	7.94µM*	-11.0%	0.1%	0.9%	53.1	2.8%	-13.7%
CCOC(=O)C(CCCCOc1cccc(CC)c1)C(=O)OCC	0.4%	-0.4%	-1.2%	66.5%[activator]	-2.3	0.0%	-3.4%
O=C(CCCn1c2ccccc2c(=O)c2ccccc21)Nc1cccc(Cl)c1	1.7%	2.6%	12.2%	nt	-66.8*	nt	nt
CCCCCCN1CCN(C2CN(Cc3cn(Cc4cccc(C(F)(F)F)c4)nn3)S(=O)(=O)C2)CC1 (stereo not drawn)	nt	-1.0%	nt	1.0%	-24.2	nt	nt
Cc1oc2ccc(NS(=O)(=O)c3ccc(C(C)(C)C)cc3)cc2c1C(=O)Nc1ccccc1	3.8%	1.5%	16.9%	-0.9%	-15.2	-0.4%	?
CCS(=O)(=O)c1ccc(C(=O)N2CCN(c3nc4c(OC)ccc(C)c4s3)CC2)cc1	4.6%	-0.9%	-5.2%	nt	-16.1	nt	nt
COc1ccccc1/C=C(/NC(=O)c1ccccc1)C(=O)NCCCn1ccnc1	-0.3%	-2.0%	-11.7%	-16.7%	-19.3	0.1%	-13.6%
CCCN(CC(=O)Nc1ccccc1C)C(=O)c1ccc(N2CCCC2)c([N+](=O)[O-])c1	-2.5%	-7.2%	-1.6%	-4.2%	4.1	nt	-11.0%
Cc1cc(=O)n(CC(=O)NC2CC2)c2c1c(C)nn2-c1ccccc1	-13.5%	4.8%	-12.6%	1.1%	nt	7.6%	-13.2%
Cc1cccc(NC(=S)NCc2ccc(F)cc2)c1	-28.8%	-5.6%	-14.1%	-0.3%	-13.1	-1.6%	-17.1%
CC(=O)c1ccc(NC(=O)c2ccc(CSc3ccccc3)o2)cc1	-18.2%	-0.7%	?	4.6%	-7.2	3.6%	-32.1%
CCn1c(CSCc2ccc(C)cc2)nnc1SCC(=O)NCc1ccccc1	-13.4%	-11.1%	?	0.0%	-7.0	1.3%	47.0%
CC1CCN(C(C(=O)Nc2ccc3c(c2)OCO3)c2ccccc2)CC1 (stereo not drawn)	-1.1%	1.5%	-9.3%	-1.3%	-39.0	9.8%	-24.6%
COc1ccc(C(=O)OCC(=O)c2c[nH]c3ccccc23)c(OC)c1	nt	9.3%	nt	9.1%	22.7	nt	-18.0%
COc1cccc(CN2CC(C(=O)NCc3cnn(C)c3)CCC2=O)c1 (stereo not drawn)	-12.9%	-8.3%	0.9%	-7.3%	?	-8.1%	-11.0%
Cc1cccc(NC(=O)CSc2nc3ccccc3nc2N2CCCC2)c1C	-20.7%	-4.2%	-15.6%	3.9%	-31.8	-2.6%	-7.0%
Cc1cc(C)nc(NNC2=CC(=[N+]3CCCCC3)CC(C)(C)C2)n1	-3.3%	3.0%	10.7%	4.8%	?	-5.5%	7.6%
COc1ccccc1C1CC(=O)Oc2ccc(C(C)(C)C)cc21 (stereo not drawn)	nt	0.1%	nt	7.9%	-7.5	nt	-7.6%
CCC(C)(C)n1nnnc1C(c1cccs1)N1CCCCC1 (stereo not drawn)	4.1%	-3.1%	5.3%	-7.6%	22.4	-5.8%	-7.4%
COc1ccc(N=Cc2[nH]c3ccccc3c2O)cc1	?	-25.7%	2.2%	-10.7%	36.7	2.8%	-9.1%
CS(=O)(=O)c1ccc(N)c(SSc2cc(S(C)(=O)=O)ccc2N)c1	-4.3%	3.55µM*	?	-2.0%	-82.4*	nt	-24.4%
CCCc1nc2ccc(NC(C)=O)cc2c(=O)n1Cc1ccc(Cl)cc1	1.5%	1.8%	-1.2%	-16.3%	-3.1	4.7%	147.9%[activator]
CN(C)c1ccc(NC(=O)Cn2ncn3c(cc4ccccc43)c2=O)cc1	0.9%	-2.3%	-3.0%	0.6%	4.8	6.3%	-5.7%
N/C(=N\N=C\c1cccs1)SC1CC(=O)N(c2ccc(Br)cc2)C1=O (stereo not drawn)	-11.1%	2.9%	-7.7%	70.0%[activator]	-14.0	2.6%	?
CN(C(=O)C1CCCN(c2ncnc3c2nc2n3CCCCC2)C1)c1ccccc1F (stereo not drawn)	2.1%	1.5%	23.7%	nt	-24.9	nt	nt
O=C(Nc1nc2ccccc2s1)c1ccc(F)cc1	23.8%	-5.7%	-14.1%	-4.1%	52.1	-15.3%	-19.3%
CCCCOC(=O)Cn1c(=O)oc2ccc(C)cc21	0.9%	2.3%	?	-4.3%	4.0	5.6%	-3.0%
CCOC(=O)C1CCCN(C/C=C/c2ccccc2)C1 (stereo not drawn)	-2.4%	3.5%	?	-12.6%	40.6	-2.2%	6.2%
C=CCNC(=O)COc1ccc(Oc2ccccc2)cc1	4.9%	0.4%	5.0%	10.1%	27.4	-0.6%	-14.8%
Cc1ccc(C(=O)NCC(=O)OCC(=O)c2ccc(C)c([N+](=O)[O-])c2)cc1	-2.9%	-5.2%	?	27.6%	1.7	1.5%	-25.5%
CC(C)Sc1n[nH]c2nc3c(c(=O)n12)C1(CCCC1)Cc1ccccc1-3	-5.8%	nt	-11.4%	nt	nt	-0.2%	-29.6%
Cc1csc(NC(=O)c2ccc(C)s2)n1	nt	-19.5%	nt	16.7%	71.1	nt	nt

An excerpt from above, limited to Tb PYK inh:
mol	Tb PYK inh
CCCc1nc2ccc(NC(C)=O)cc2c(=O)n1Cc1ccc(Cl)cc1	1.8%
Nc1c(C(=O)Nc2ccccc2)nnn1-c1ccc2c(c1)OCCO2	-3.1%
